# Bioassay records: PubChem, National Center for Advancing Translational Sciences (NCATS)
# Abeta rescue: restores growth of yeast expressing A-beta42 peptide | hit rate 0.063% among 410,000 | AID 1347071 | yeast expressing A-beta42, growth rescue, OD600, 48 h; response scale: 0% DMSO, 100% iron-clioquinol control | Potency, µM (doses to about 46.1 µM), inactives show at the highest dose growth rescue, hits mostly activators; further: potency means the concentration at half of the fitted maximal effect; nearly all actives have a fitted effect of over 55% in size
#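 Growth rescue measured by 600 nm absorbance after 48 h yeast culture at 30 C with compound. Values normalized between DMSO and an equimolar ferric chloride plus clioquinol control.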
# EPAC2 agonist: EPAC2 (human) agonism. Q8WZA2. EPAC2 activation, biochemical qHTS; response scale: 100% = 6.5 mM cAMP response. Potency, µM (doses to about 154 µM), for inactives: at the highest dose activation, hits mostly activators. hit rate 0.079% among 360,000; further: potency means the concentration at half of the fitted maximal effect; nearly all actives have a fitted effect of over 50% in size
#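 EPAC2 (100 nM) mixed with Rap1B loaded with BODIPY-GDP (250 nM) plus 50 uM unlabeled GDP; compounds pinned in, 5 min RT, then read every 5 min for 30 min (ex 480, em 540 nm). Normalized to cAMP control.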
# DRD3 antagonist: blocks the human D3 dopamine receptor | P35462 | D3R cells, DiscoveRx beta-arrestin luminescence, antagonist mode; hits give low values | max response, negative = inhibition, % | hit rate 2.5% among 360,000 | AID 652054; in the data active means max response below about -50%; inconclusive means no clear call, values can overlap the other calls; further: on the % scale 0 is the no-effect control and ±100 the full control effect; mostly tested at two doses, the higher about 12 µM
# Target sequence (P35462 whole entry, looked up): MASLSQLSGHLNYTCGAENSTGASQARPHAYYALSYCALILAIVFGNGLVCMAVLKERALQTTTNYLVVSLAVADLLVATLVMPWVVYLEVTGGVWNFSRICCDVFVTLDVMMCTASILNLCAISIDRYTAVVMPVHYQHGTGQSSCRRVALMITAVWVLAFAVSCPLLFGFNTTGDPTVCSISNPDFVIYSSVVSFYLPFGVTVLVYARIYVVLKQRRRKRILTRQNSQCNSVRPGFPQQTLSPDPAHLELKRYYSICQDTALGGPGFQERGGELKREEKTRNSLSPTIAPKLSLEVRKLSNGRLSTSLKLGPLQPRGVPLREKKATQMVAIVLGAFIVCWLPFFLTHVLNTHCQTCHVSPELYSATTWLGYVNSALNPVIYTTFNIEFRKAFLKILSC
#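 Cells plated overnight at 1500 cells/well, then exposed to library compounds with dopamine controls for 90 minutes at 37 degrees C. DiscoveRx reagent added for 30–60 minutes at room temperature; luminescence read, quantitative HTS format.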
# FUS yeast rescue: FUS proteinopathy suppression in yeast; S. cerevisiae FUS-expressing, growth rescue, OD600, 24 h; Potency, µM (top dose mostly 76.6 µM), inactives show at the highest dose growth rescue (activation), hits mostly activators; hit rate 0.24% among 390,000;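 further: potency means the concentration at half of the fitted maximal effect; plate controls were DMSO vehicle for no effect and reference control for full effect; nearly all actives have a fitted effect of over 55% in size; some results filed as inactive show a strong effect at the top dose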
#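 Read-out: OD at 600 nm after 24hr at 30C, reporting rescue of FUS-induced yeast toxicity. Cells at OD 0.005 in galactose (2%) minimal medium; compounds tested in a dilution series; CP55940 titration from 92uM final as control.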
# EPAC2 antag: antagonists of human EPAC2. hit rate 0.18% among 360,000. EPAC2 GEF exchange of Rap1B-BODIPY-GDP, fluorescence. Potency, µM (top dose mostly 114 µM), for inactives: top-dose activity, negative = inhibition, actives largely listed as inhibitors; further: potency means the concentration at half of the fitted maximal effect; on the % scale 0 is the no-effect control and ±100 the full control effect; nearly all actives have a fitted effect of over 45% in size; many of its hits are not listed in these tables
# TDP43 rescue: inhibitors of TDP-43 toxicity in yeast; TDP-43 expressing yeast growth rescue, BacTiter-Glo, 24 h; Potency, µM (top dose mostly 46.1 µM), inactives show at the highest dose growth rescue (activation), most hits filed as activators; hit rate 1.8% among 410,000; further: potency means the concentration at half of the fitted maximal effect; % of control where 0% means no effect; nearly all actives have a fitted effect of over 50% in size
#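 Cell-based yeast growth screen: TDP-43 expression induced in galactose, inoculum OD600=0.02 after raffinose pregrowth to mid-log. Read-out BacTiter-Glo luminescence at 24 hr, 30 deg C; inhibition of toxicity seen as signal increase.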
# D3 ag: D3 dopamine receptor (human) agonism; P35462; D3R DiscoveRx beta-arrestin cells, luminescence, 90 min; max activation, %; hit rate 0.58% among 410,000; AID 652048; in the data active means max activation above about 30%; further: 0% is about no effect; mostly tested at two doses, the higher about 12 µM
#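 Agonist mode: compounds and dopamine controls were applied to plated cells for 90 min at 37 degrees C after an overnight attachment at 1500 cells/well. Luminescent read-out followed 30 - 60 minutes at room temperature with DiscoveRx detection reagent.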
# aSyn rescue: inhibitors of alpha-synuclein toxicity in yeast; Yeast expressing alpha-synuclein, growth rescue, BacTiter-Glo, 24 h; Potency, µM (titrated, usually from 46.1 µM), inactives show at the highest dose growth rescue (activation), actives largely listed as activators; hit rate 0.14% among 370,000; AID 652106; further: potency means the concentration at half of the fitted maximal effect; % of control where 0% means no effect; nearly all actives have a fitted effect of over 65% in size
#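 Rescue of yeast growth: cells expressing toxic alpha-synuclein, induced in galactose at OD600 0.02, incubated with compound 24 h at 30 C. ATP luminescence quantified growth; inhibitors of toxicity appear as activators.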
# * hit, by the source's call; ? = inconclusive; . = no result given; & = joins results of further samples; [ ] = dose if it differs, or a comment. Unless noted, the call rests on the fitted dose curve; in most records, active means well fitted curve in the direction sought with a large enough effect; inconclusive means small, poorly fitted or top-dose-only effect, or another doubt; inactive means no such curve, though single readings can be large; an effect the other way counts as inactive or inconclusive. A portion of the library. The share of hits here may be higher or lower than overall.
1: COc1ccc(OC)c(NC(=O)c2cc(-c3cc(F)ccc3OCC3CCCO3)n[nH]2)c1 (stereo unspecified)
2: C(=N\N1CCN(c2ccccn2)CC1)/c1ccco1
3: CC1(C)CC(=O)C(C(c2ccncc2)C2C(=O)CC(C)(C)CC2=O)C(=O)C1
4: NC(=O)CC(NC(=O)c1ccc(Br)cc1)c1ccc(NC2CCCCC2)c([N+](=O)[O-])c1 (stereo unspecified)
5: Cc1ccc(C)c(C(=O)n2cnnc2N)c1
6: Cc1c(NS(=O)(=O)c2cccc(C(=O)NCc3ccccc3)c2)c(=O)n(-c2ccccc2)n1C
7: C=CCc1ccc(OCC(O)CN2CCN(c3ccccc3OC)CC2)c(OC)c1 (stereo unspecified)
8: CCNC(=S)N(Cc1ccc2c(c1)OCO2)C1CC(=O)N(c2ccc(OC)cc2)C1=O (stereo unspecified)
9: Cc1cc(Cl)ccc1OCC(=O)N1CCC(c2nc3ccccc3o2)CC1
10: CC(C)CCNC(=O)c1cccc(C(=O)NCCC(C)C)c1

Compound	1	2	3	4	5	6	7	8	9	10
Abeta rescue	-26%	2%	-8%	0%	-4%	13%	-5%	12%	3%	-22%
EPAC2 agonist	12%	7%	5%	-1%	2%	3%	7%	4%	.	-1%
DRD3 antagonist	9	-12	0	-15	-4	?	-103*	6	.	2
FUS yeast rescue	-2%	-7%	24%	-4%	-8%	4%	-13%	.	?	-3%
EPAC2 antag	0%	-3%	15%	2%	-4%	-21%	7%	-10%	.	6%
TDP43 rescue	?	-10%	-21%	3%	-29%	4%	5%	17%	?	-7%
D3 ag	-8	22	-16	-7	-1	-3	-9	2	9	2
aSyn rescue	-6%	-9%	-9%	3%	-7%	-3%	-3%	0%	.	6%

11: Cc1nc2ccc(NC(=O)c3cccc(S(=O)(=O)N4CC(C)OC(C)C4)c3)cc2s1 (stereo unspecified)
12: CC(NS(=O)(=O)c1ccc(F)cc1)C(=O)Nc1ccc2c(c1)OCCO2 (stereo unspecified)
13: CC(=O)N1CCc2c(sc3c2c(=O)n(CCc2ccccc2)c(=O)n3Cc2ccc(F)cc2)C1
14: COc1cc(OC)cc(-c2c(C#Cc3ccsc3)c3cc(-c4ccc5[nH]ccc5c4)ccc3n2C)c1
15: COC(=O)c1ccc(OC)c(CSc2nnc(COc3ccc(OC)cc3)o2)c1
16: CC(C)CN1CCC(=O)N([C@H](COc2ccccc2)Cc2ccccc2)CC1
17: CCN1CCN(Cc2ccc(C(=O)Nc3ccc(C)c(NCc4cnc(NC(=O)OC)cn4)c3)cc2C(F)(F)F)CC1
18: Cc1cccc(NC(=S)N/N=C/c2cccc(O)c2)c1C
19: Cc1ccc(NC(=O)C(C)Sc2nnc(C)n2C2CC2)cc1S(=O)(=O)N1CCOCC1 (stereo unspecified)
20: CCOC(=O)Nc1sc2c(c1C(=O)OCC)CCC2

Compound	11	12	13	14	15	16	17	18	19	20
Abeta rescue	2%	-10%	0%	-9%	10%	-2%	6%&5%	10%	-6%	8%
EPAC2 agonist	12%	2%	.	-2%	14%	4%	-2%&0%	4%	5%	0%
DRD3 antagonist	24	-15	.	34	-3	4	17&-17	-4	-1	17
FUS yeast rescue	30%	34%	?	31%	19%	-19%	12%&-4%	-14%	13%	9%
EPAC2 antag	-1%	-15%	.	16%	-2%	-19%	2%&5%	2%	10%	1%
TDP43 rescue	6%	-27%	16µM*	14%	19%	11%	12%&-8%	15%	18%	-10%
D3 ag	6	-3	-11	2	5	-26	-1&0	2	2	14
aSyn rescue	6%	-4%	.	0%	9%	5%	0%&-5%	1%	-1%	18%

21: COc1cccc(-c2cccc3c2NC(=O)C3(C)Cc2ccccc2F)c1 (stereo unspecified)
22: CCOC(=O)Cc1cn2c(=O)cc(CSCC(=O)Nc3ccc(C)c(C)c3)nc2s1
23: Cc1ccc(SCC(=O)NNC(=O)CNC(=O)c2ccc(Br)cc2)cc1
24: Cc1cccc(C)c1NC(=O)C1C2C=CC(C2)C1C(=O)NCc1ccccn1 (stereo unspecified)
25: Cc1cc(=O)oc2c3c(cc(OCC(=O)Nc4cccnc4)c12)OC(C)(C)CC3
26: O=C1CCc2ccccc2N1
27: CC(=O)c1cccc(OCc2cc(C(=O)N3CC4C[C@@H]5CC3C[C@H](C4)C5)no2)c1
28: O=C(OCC(=O)N1CCCC1=O)c1cc(Cl)ccc1O
29: O=C(NCCOc1ccccc1F)Nc1ccc(Br)cc1
30: CCOC(=O)c1ccc(Oc2cn[nH]c2-c2ccc(O)cc2O)cc1

Compound	21	22	23	24	25	26	27	28	29	30
Abeta rescue	2%	1%	1%	-5%	-3%	9%	0%	6%	12%	-23%
EPAC2 agonist	11%	3%	9%	13%	2%	-7%	-2%	7%	2%	7%
DRD3 antagonist	16	11	-6	-8	47	7	3	3	4	14
FUS yeast rescue	29%	25%	-6%	17%	10%	20%	16%	0%	-20%	2%
EPAC2 antag	-11%	15%	13%	-2%	-1%	4%	-2%	0%	0%	-10%
TDP43 rescue	?	1%	-15%	-8%	33%	-8%	3%	?	20%	14%
D3 ag	6	7	-4	-10	-11	3	-3	1	-3	1
aSyn rescue	11%	6%	-3%	-1%	0%	-8%	22%	13%	6%	-37%[inhibitor]

31: O=C(c1cccc(Cl)c1)N1CCN(C2CCCCCC2)CC1
32: CNS(=O)(=O)c1cccc(C(=O)OCC(=O)c2ccc(S(=O)(=O)N3CCCCC3)cc2)c1
33: COc1ccc(NC(=O)Cn2cc(S(=O)(=O)N3CCN(c4ccccc4F)CC3)c3ccccc3c2=O)cc1Cl
34: CCOC(=O)c1cccc(NC(=O)c2cc3c(-c4cccc(OC)c4)nn(C)c3s2)c1
35: COc1ccc(OC)c(C2NC(=O)N(C)C(C)=C2C(=O)OCc2ccccc2)c1 (stereo unspecified)
36: Cc1ccc(C(=O)OCC(=O)N2CCc3ccccc32)cc1
37: O=C(CSC1=NS(=O)(=O)c2cc(F)ccc2N1)NCc1ccccc1Cl
38: CCc1c(C)sc(NC(=S)N2CCN(CC)CC2)c1C(=O)OC
39: CC(=O)c1c(C)[nH]c(C(=O)Nc2ccc(Cl)c(S(=O)(=O)N3CCOCC3)c2)c1C
40: CCOC1CCCc2oc(-c3ccc(OC)cc3)c(C#CCCO)c21 (stereo unspecified)

Compound	31	32	33	34	35	36	37	38	39	40
Abeta rescue	0%	-5%	-11%	-3%	10%	0%	2%	-15%	24%	3%
EPAC2 agonist	-1%	7%	.	.	8%	2%	1%	0%	-1%	23%
DRD3 antagonist	19	1	.	.	15	-4	6	-22	-2	-12
FUS yeast rescue	-14%	3%	?	-15%	23%	35%	9%	15%	.	9%
EPAC2 antag	2%	-14%	.	.	-16%	1%	3%	1%	-14%	-8%
TDP43 rescue	9%	29%	3%	0%	24%	9%	11%	-2%[0.397 µM]	-10%	0%
D3 ag	-4	-1	-15	10	5	1	1	-18	2	-5
aSyn rescue	0%	3%	12%	.	5%	6%	1%	-8%	-1%	-9%

# Look-ups from the results shown.
# EPAC2 agonist result of `Cc1cc(=O)oc2c3c(cc(OCC(=O)Nc4cccnc4)c12)OC(C)(C)CC3` is entered as 2%
# D3 ag result of `C(=N\N1CCN(c2ccccn2)CC1)/c1ccco1` is entered as 22
# D3 ag result of `CCOC(=O)Cc1cn2c(=O)cc(CSCC(=O)Nc3ccc(C)c(C)c3)nc2s1` is entered as 7

# Filtered by structure: the entries above containing a furan ring, fused or not.
2: C(=N\N1CCN(c2ccccn2)CC1)/c1ccco1
40: CCOC1CCCc2oc(-c3ccc(OC)cc3)c(C#CCCO)c21 (stereo unspecified)

Compound	2	40
Abeta rescue	2%	3%
EPAC2 agonist	7%	23%
DRD3 antagonist	-12	-12
FUS yeast rescue	-7%	9%
EPAC2 antag	-3%	-8%
TDP43 rescue	-10%	0%
D3 ag	22	-5
aSyn rescue	-9%	-9%

# Continuation:
41: CC1=C(C(=O)OCC(C)C)C23C(=O)c4ccccc4C2(O1)OC(N)=C3C#N (stereo unspecified)
42: COc1ccc(-c2nc3ccc(Br)cn3c2Cc2ccc(C)cc2)cc1OC
43: COc1ccccc1NC(=O)NCC(=O)Nc1ccc(F)c(F)c1
44: CCc1noc(C)c1C(=O)OCC(=O)c1ccc(NC(C)=O)cc1F
45: Cc1ccc(C(=O)NCC(=O)N2CCN(c3ncccn3)CC2)s1
46: Cc1ccc(OCC(=O)N(Cc2sccc2C)C2CCS(=O)(=O)C2)cc1 (stereo unspecified)
47: CC(C(=O)NCc1ccccn1)c1ccc([N+](=O)[O-])cc1 (stereo unspecified)
48: CN(NS(=O)(=O)c1ccccc1)C(=O)c1ccccc1
49: CC(C(=O)NC(=O)NC1CCCCC1)N1CCN(c2ccccn2)CC1 (stereo unspecified)
50: COc1cccc(Cn2nnc3c(=O)[nH]c(C4CCCN(C(=O)c5ccc(C)cc5)C4)nc32)c1 (stereo unspecified)

Compound	41	42	43	44	45	46	47	48	49	50
Abeta rescue	10%	-2%	-3%	0%	27%	-5%	5%	8%	12%	4%
EPAC2 agonist	-2%	12%	-3%	3%	6%	.	6%	7%	-4%	.
DRD3 antagonist	-8	33	-13	12	7	.	0	-4	-14	.
FUS yeast rescue	15%	33%	-6%	3%	13%	29%	-5%	-15%	23%	34%
EPAC2 antag	-3%	-7%	-2%	18%	4%	.	1%	3%	-3%	.
TDP43 rescue	-11%	16µM*	5%	-35%	13%	16%	-6%	-4%	-2%	-1%
D3 ag	3	-1	-13	-5	6	-3	-2	-13	-5	-5
aSyn rescue	-3%	7%	5%	-2%	-7%	.	-5%	6%	-7%	.

# Sorted by SMILES length (highest first): some entries from above
14: COc1cc(OC)cc(-c2c(C#Cc3ccsc3)c3cc(-c4ccc5[nH]ccc5c4)ccc3n2C)c1
6: Cc1c(NS(=O)(=O)c2cccc(C(=O)NCc3ccccc3)c2)c(=O)n(-c2ccccc2)n1C
8: CCNC(=S)N(Cc1ccc2c(c1)OCO2)C1CC(=O)N(c2ccc(OC)cc2)C1=O (stereo unspecified)

Compound	14	6	8
Abeta rescue	-9%	13%	12%
EPAC2 agonist	-2%	3%	4%
DRD3 antagonist	34	?	6
FUS yeast rescue	31%	4%	.
EPAC2 antag	16%	-21%	-10%
TDP43 rescue	14%	4%	17%
D3 ag	2	-3	2
aSyn rescue	0%	-3%	0%
